Screening results (PubChem BioAssay)
SUMO1 PPI mod: SUMO1-SIM interaction modulation. SUMO1 binding to a labelled peptide, TR-FRET, 1 h. inhibition, % at 20 µM. P63165. actives 0.33% (n = 360,000); in the data active = inhibition above about 37%
Target sequence (P63165 whole entry, looked up): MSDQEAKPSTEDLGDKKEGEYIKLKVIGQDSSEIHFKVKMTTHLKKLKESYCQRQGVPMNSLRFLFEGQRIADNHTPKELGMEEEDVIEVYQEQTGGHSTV
Rin1 Abl inh: human Rin1-Abl interaction inhibition. inhibition, % at 7.35 µM. P00519+Q13671. TR-FRET Rin1/Abl binding, biochemical. AID 588664. actives 0.4% (n = 360,000); in the data active = inhibition above about 5%, passing the limit was not always enough
CSN deneddyl inh: blocks human CSN-mediated cullin deneddylation; inhibition, % at 12.5 µM; AID 651999; Purified CSN, SCF-Nedd8-OG deneddylation, fluorescence polarization; actives 0.38% (n = 360,000);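 active = pattern-corrected inhibition above about 35%, with an unprinted fluorescence ratio check between 0.5 and 1.5, limit read from the data, passing the limit was not always enough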;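 also: 0% = enzyme with substrate and 100% = substrate without enzyme; some results filed as inactive read as strong as hits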
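Assay system: Purified human Csn5 enzyme expressed in HEK293T cells | Amount: Enzyme 0.24 nM | Measured by: Fluorescence polarization readout | Medium: Tris/NaCl/DTT buffer, pH 7.5 | Compound dosing: One concentration, 12.5 µM, 0.25% DMSO | Times: 90 min incubation of compound, enzyme and substrate at room temperature | Control set: no-enzyme wells high, enzyme-with-substrate wells low | Read-out: % inhibition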
LMPTP block: LMPTP (human) inhibition. P24666. actives 0.22% (n = 360,000). recombinant LMPTP-A, OMFP fluorogenic substrate, fluorescence intensity. inhibition, % at 20 µM;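 active = compounds that cut the enzyme signal by at least half of the control window in the single-dose screen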;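 also: plate controls were DMSO wells with enzyme plus substrate for no effect and substrate without enzyme for full effect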
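Test system – LMPTP-A phosphatase enzyme · Quantity – 0.625 nM LMPTP-A final · Reagent – OMFP substrate, 400 µM final · Dosing – one test concentration per compound, 20 µM, with 3% DMSO overall · Timing – 50 min enzyme reaction at room temperature, protected from light · Detection – fluorescence intensity · Controls – substrate-only low control, DMSO enzyme-plus-substrate high control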
NadD inh: inhibitors of Staphylococcus aureus NadD | inhibition, % at 20 µM | purified NadD enzyme, colorimetric absorbance read-out | actives 0.78% (n = 360,000); in the data active = inhibition above about 26%; also: some compounds past the cut are filed as inactive
Neddyl block: inhibitors of human cullin neddylation | P61081+Q13564 | actives 0.58% (n = 360,000) | calls only at 25 µM | TR-FRET cullin neddylation, biochemical | AID 651699; in the data active = inhibition above about 36%
DNMT1 block: blocks human DNA methyltransferase DNMT1. DNMT1 molecular beacon, Hinp1I cleavage, fluorescence. inhibition (reported as % activation of signal), % at 10 µM. actives 0.83% (n = 360,000). AID 588458; in the data active = inhibition above about 50%
Scp1 inh: Scp-1 (human) phosphatase inhibition; Q9GZU7; Recombinant Scp1, phosphopeptide, malachite green phosphate absorbance; inhibition, % at 20 µM; actives 0.88% (n = 340,000); AID 493091;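 active = inhibition above about 50% at 20 µM, limit read from the data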;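 also: plate controls were DMSO wells with enzyme for no effect and wells lacking enzyme for full effect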
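Test system: SCP-1 phosphatase catalytic domain, residues 76-261 | Compound dosing: One concentration, 20 µM, with 1.0% DMSO | Schedule: 45 min room-temperature reaction, 5 min colour, 30 min stabiliser | Detection: Absorbance at 630 nm | Read-out basis: % inhibition of SCP-1 phosphate liberation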
STEP block: blocks human striatal-enriched tyrosine phosphatase; P54829; recombinant STEP, OMFP fluorogenic substrate, fluorescence; inhibition, % at 20 µM; actives 0.25% (n = 360,000);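 active = inhibition at 20 µM, scaled per plate between control wells, above about 37%, limit read from the data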;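 also: 0% = DMSO with enzyme and substrate and 100% = substrate only without enzyme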
Target sequence (P54829 whole entry, looked up): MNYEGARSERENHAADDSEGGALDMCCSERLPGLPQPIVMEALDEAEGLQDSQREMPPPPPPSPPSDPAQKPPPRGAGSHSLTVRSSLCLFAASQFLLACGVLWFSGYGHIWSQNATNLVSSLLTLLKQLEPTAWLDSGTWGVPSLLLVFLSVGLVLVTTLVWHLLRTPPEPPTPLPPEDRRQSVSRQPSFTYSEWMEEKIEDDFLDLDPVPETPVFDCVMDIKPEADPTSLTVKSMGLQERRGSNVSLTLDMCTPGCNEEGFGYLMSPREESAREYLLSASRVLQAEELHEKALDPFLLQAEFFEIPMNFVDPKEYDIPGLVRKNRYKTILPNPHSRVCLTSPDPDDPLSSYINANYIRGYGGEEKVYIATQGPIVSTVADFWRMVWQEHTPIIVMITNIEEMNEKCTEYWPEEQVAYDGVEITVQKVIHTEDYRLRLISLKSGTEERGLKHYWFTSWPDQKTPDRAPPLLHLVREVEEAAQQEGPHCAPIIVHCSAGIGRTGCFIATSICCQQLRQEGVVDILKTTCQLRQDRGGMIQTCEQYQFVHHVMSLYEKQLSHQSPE
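Test system: STEP tyrosine phosphatase / Reagent: OMFP at 25 µM / Doses: 20 µM, 1% DMSO / Read-out: percent inhibition scaled to no-enzyme and uninhibited-enzyme controls, plate-pattern corrected / Detection: FITC-channel fluorescence of OMFP product / Medium: Bis-Tris buffer pH 6.0, 2.5 mM DTT, 0.005% Tween 20 / Schedule: 20 min at room temperature, dark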
Rpn11 block: blocks the human proteasome subunit Rpn11. O00487. human 26S proteasome, Ub4-pepOG fluorescence polarization; 20S core pre-blocked with epoxomicin. calls only at 20 µM. actives 0.59% (n = 360,000). AID 588493;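 active = inhibition at 20 µM, scaled to each plate's controls, above about 33%, limit read from the data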
Target sequence (O00487 whole entry, looked up): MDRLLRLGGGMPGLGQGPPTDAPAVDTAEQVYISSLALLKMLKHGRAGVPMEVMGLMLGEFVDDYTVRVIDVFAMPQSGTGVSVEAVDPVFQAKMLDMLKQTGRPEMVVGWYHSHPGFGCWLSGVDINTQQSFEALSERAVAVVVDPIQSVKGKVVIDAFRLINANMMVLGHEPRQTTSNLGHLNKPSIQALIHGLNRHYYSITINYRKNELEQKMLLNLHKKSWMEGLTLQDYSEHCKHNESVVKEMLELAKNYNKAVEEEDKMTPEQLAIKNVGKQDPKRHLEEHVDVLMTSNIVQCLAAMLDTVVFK
* marks the source's active call; other numbers are inactive results; i = inactive; · = not tested or not shown.

SMILES	SUMO1 PPI mod	Rin1 Abl inh	CSN deneddyl inh	LMPTP block	NadD inh	Neddyl block	DNMT1 block	Scp1 inh	STEP block	Rpn11 block
O=S(=O)(NCCNc1ncc(C(F)(F)F)cc1Cl)C(F)(F)F	2	3	0	1.2	-6	i	6	-9	-4	i
Cc1ccc(S(=O)(=O)Nc2nc(-c3ccccc3)cs2)cc1	15	-1	3	1.2	-1	i	1	-7	7	i
CCOc1ccccc1NC(=O)CCC(=O)Nc1nnc(C2CCCCC2)s1	4	0	-2	-0.1	2	i	2	1	0	i
COc1ccc(C(=O)NCC(=O)N/N=C/c2cn[nH]c2-c2ccccc2)cc1	2	1	3	-0.8	-6	i	-2	-7	-1	i
O=C(Nc1ccc(S(=O)(=O)N2CCCCC2)cc1)c1cccnc1Cl	-5	0	0	1.2	2	i	0	9	0	i
CSc1nnc(NC(=O)c2nc(S(=O)(=O)Cc3cccc(C)c3)ncc2Cl)s1	10	0	-4	0.0	2	i	4	-2	-1	i
Cc1cc(=O)n(Cc2ccccc2)c2c(C)cccc12	1	2	-2	2.0	3	i	2	-6	0	i
COc1ccc(C2CC(c3cccs3)n3nc(N)nc3N2)cc1 (configuration not stated)	-21	-3	0	1.8	11	·	-5	7	1	i
Cc1ccccc1C(=O)NNC(=O)c1cc(S(=O)(=O)N2CCOCC2)ccc1C	6	2	5	-0.4	-2	i	4	1	-3	i
O=C1NC(=O)N(C2CCCCC2)CC1Br (configuration not stated)	-1	5	5	-1.0	0	i	5	-10	3	i
Cc1ccc(-c2nnn(CC(=O)N(c3ccc(F)cc3)C(C(=O)NC(C)(C)C)c3ccco3)n2)o1 (configuration not stated)	3	-1	2	-1.0	-6	i	8	-10	0	i
O=C(Nc1ccn(CCCNCc2ccccc2)c(=O)n1)OCc1ccccc1	-1	1	-1	-1.3	0	i	2	8	-1	i
O=C(NCC1CCCO1)c1ccc(Cl)c(S(=O)(=O)N2CCOCC2)c1 (configuration not stated)	-2	0	2	0.7	10	i	5	5	-1	i
CC(C)c1nnc(NC(=O)CCC(=O)N2CCN(c3ccccn3)CC2)s1	4	6	-1	-0.6	-4	i	3	-7	-2	i
CCc1ccc(C(=O)Nc2cccnc2Oc2ccc(Cl)cc2)cc1	1	2	4	1.7	1	i	3	0	0	i

Three entries already listed, ordered by the value under LMPTP block, largest number first:
SMILES	SUMO1 PPI mod	Rin1 Abl inh	CSN deneddyl inh	LMPTP block	NadD inh	Neddyl block	DNMT1 block	Scp1 inh	STEP block	Rpn11 block
O=C(NCC1CCCO1)c1ccc(Cl)c(S(=O)(=O)N2CCOCC2)c1 (configuration not stated)	-2	0	2	0.7	10	i	5	5	-1	i
CC(C)c1nnc(NC(=O)CCC(=O)N2CCN(c3ccccn3)CC2)s1	4	6	-1	-0.6	-4	i	3	-7	-2	i
COc1ccc(C(=O)NCC(=O)N/N=C/c2cn[nH]c2-c2ccccc2)cc1	2	1	3	-0.8	-6	i	-2	-7	-1	i

Only LMPTP block and Rpn11 block (six entries from above):
mol	LMPTP block	Rpn11 block
CSc1nnc(NC(=O)c2nc(S(=O)(=O)Cc3cccc(C)c3)ncc2Cl)s1	0.0	i
Cc1cc(=O)n(Cc2ccccc2)c2c(C)cccc12	2.0	i
COc1ccc(C2CC(c3cccs3)n3nc(N)nc3N2)cc1 (configuration not stated)	1.8	i
Cc1ccccc1C(=O)NNC(=O)c1cc(S(=O)(=O)N2CCOCC2)ccc1C	-0.4	i
O=C1NC(=O)N(C2CCCCC2)CC1Br (configuration not stated)	-1.0	i
Cc1ccc(-c2nnn(CC(=O)N(c3ccc(F)cc3)C(C(=O)NC(C)(C)C)c3ccco3)n2)o1 (configuration not stated)	-1.0	i

Remaining list, next part
SMILES	SUMO1 PPI mod	Rin1 Abl inh	CSN deneddyl inh	LMPTP block	NadD inh	Neddyl block	DNMT1 block	Scp1 inh	STEP block	Rpn11 block
Cc1noc(C)c1NC(=O)Nc1cccc2c1O[C@H](CN(C)S(=O)(=O)c1c(C)noc1C)[C@@H](C)CN([C@H](C)CO)C2=O	1	4	-2	-2.0	1	i	7	1	0	i
CC(=O)Nc1ccc(-c2nnc(SCC(=O)n3c4c(c5ccccc53)CCCC4)n2C)cc1	0	2	2	-0.4	-1	i	1	84*	4	i
CC(=O)N1CC(C)Oc2ccc(S(=O)(=O)NC(CC(=O)O)c3ccccc3)cc21 (configuration not stated)	2	-3	1	-0.3	-5	i	-1	17	-4	i
Nc1ccc2ccccc2c1[N+](=O)[O-]	-32	-5	1	0.4	-3	i	-4	-12	-5	i
Cc1cc(C(=O)NCC(C)(C)N2CCOCC2)c(C)o1	3	2	3	2.9	-3	i	0	1	1	i
CCCCNC(=O)CSc1nc(Cc2ccccc2)nc2ccccc12	4	-20	1	-0.6	1	i	-2	0	1	i
C=CCn1c(N2CCN(c3ccc(OC)cc3)CC2)nc2c1c(=O)[nH]c(=O)n2C	7	0	7	-2.4	2	i	-4	-4	1	i
COc1ccc(C2=NN(C(=O)CCC(=O)O)C(c3ccccc3OC)C2)cc1 (configuration not stated)	-1	-1	-3	0.2	0	i	-5	-5	0	i
Cc1ccccc1NC(=O)/C=C/c1cccs1	-11	-4	0	-2.6	-5	i	-2	-11	1	i
COc1ccc(/C=C/C(=O)N(C)Cc2cccs2)cc1S(=O)(=O)N1CCOCC1	-15	-3	-1	-1.3	1	i	1	-17	-2	i
Cc1c(Cl)cccc1NC(=O)Cc1cccs1	6	0	3	-0.6	0	i	4	-8	2	i
Cc1noc(C)c1COc1cccc(C(=O)NCc2cccc(Cl)c2)c1	-2	-6	-2	0.5	2	i	-2	-11	-10	i
CN(C)CCCNC(=O)c1ccc(-c2ccccc2)cc1	-3	1	1	-1.0	2	i	-1	-4	-4	i
COc1ccc(Cl)cc1NC(=O)CN(C)C(=O)c1ccc(C)s1	0	3	-2	-0.7	-2	i	-2	-11	-1	i
COc1ccc(CNC(=O)CSc2ccsc2[N+](=O)[O-])cc1	-21	-2	6	3.1	-3	i	-6	-6	13	i
O=C(COc1ccc(Cl)cc1)OCc1csc(Nc2ccccc2)n1	-1	-1	1	3.3	0	i	-8	0	-1	i
COc1ccc(C(=O)NN2CCOCC2)cc1[N+](=O)[O-]	-9	2	0	-0.9	-2	i	1	10	-3	i
O=C(CCn1c(=O)c2ccccc2n(Cc2ccccc2)c1=O)NCc1ccc2c(c1)OCO2	1	-1	-2	0.8	8	i	4	-2	0	i
Cc1ccc2c(c1)N(CC(=O)N1CCCC1)C(=O)CO2	1	-2	3	-3.0	-3	i	-2	-5	0	i
Cc1sc2nc(COC(=O)c3ccc(N4CCCC(C)C4)c([N+](=O)[O-])c3)[nH]c(=O)c2c1C (configuration not stated)	-3	-1	-3	-0.5	23	i	0	-10	-1	i
O=S(=O)(NCc1ccc(Cl)cc1)NCc1ccccc1F	2	0	-1	0.5	0	i	1	-1	0	i
CCc1ccccc1-n1c(SCC(=O)NC)nnc1-c1cccnc1	3	5	4	-0.4	0	i	-2	-3	-3	i
Cc1cc(-c2nnc(CCC(=O)NC(Cc3ccccc3)c3ccccc3)o2)no1 (configuration not stated)	1	5	-1	-1.3	-3	i	-1	-4	0	i
c1csc(-c2nnc(COc3ccc4c(c3)OCO4)o2)c1	-2	0	-4	-0.8	-7	i	-4	-7	1	i
CC(=O)c1c(C)nn(CCC(=O)O)c1C	1	2	-1	-1.5	-4	i	10	2	0	i
Cc1cc(F)ccc1S(=O)(=O)Nc1ccc(C(=O)N2CCCCCC2)cc1	-9	1	1	-7.8	8	i	-4	0	-2	i
NC(=O)c1ccc(N2CCCCC2)c(N2C(=O)C3C4C=CC(C4)C3C2=O)c1 (configuration not stated)	0	1	13	-0.2	7	i	4	4	-3	i
Cc1ccccc1NS(=O)(=O)c1ccc(NC(=O)N2CCCCC2)cc1	6	3	-1	0.4	2	i	2	-3	7	i
CN(C)CCCNC(=O)c1cc2sc3ccccc3c2s1	-15	1	-5	0.3	-5	i	0	-1	-3	i
CCOC(=O)N1CCN(C(=O)c2ccc(Cn3c(=S)[nH]c4cc5c(cc4c3=O)OCO5)cc2)CC1	6	-2	6	-0.6	25	i	-4	-6	11	i
CS(=O)(=O)N(CC(=O)N1CCCCCC1)c1ccccc1	1	1	6	-1.0	1	i	-3	-5	-2	i
CC1CCN(CCCNC(=O)c2cc3sccc3n2C)CC1	3	-2	0	-0.4	-4	i	-5	-1	1	i
CCCCCCCCN1C(=O)[C@H](CC(=O)N2CCSCC2)C[C@@]2(C(=O)OCC)CCCC=C12	8	·	3	2.0	9	i	·	·	·	·
O=C(C[C@@H]1C/C=C\C[C@@H](Cc2ccc(F)cc2)C(=O)OC[C@@H]2CCCN2C1=O)N[C@H](CO)Cc1ccccc1	1	-2	1	4.5	-6	i	-6	2	0	i
O=S1(=O)N=C(N2CCN(c3ccc(F)cc3)CC2)c2ccccc21	-1	0	4	-0.9	9	i	3	-4	-5	i
CN(CC(=O)OCC(=O)NCC(F)(F)F)S(=O)(=O)c1ccc(Cl)cc1	-1	-2	-1	0.6	3	i	1	-1	1	i
COc1cc(CNc2ncnc3c2ncn3[C@H]2CN(Cc3ccc(F)cc3)C[C@@H](CO)O2)cc(OC)c1OC	3	-1	-2	-1.0	-1	i	1	·	-2	i
COc1cc(/C=C2/NC(=O)N(Cc3ccccc3F)C2=O)cc(OC)c1O	-19	1	-2	2.2	2	i	-2	-3	2	i
O=C(NNC(=O)c1ccc(S(=O)(=O)N2CCCC2)cc1)c1ccc(Br)cc1	3	3	-1	-0.1	-1	i	-2	-5	1	i
Cc1cnc(NC(=O)CN(C)S(=O)(=O)c2ccc(Cl)cc2)s1	0	3	-2	0.0	-2	i	4	5	-4	i
CSc1ncccc1C(=O)Nc1nc2ccc(Oc3ccccc3)cc2s1	4	-4	5	3.8	9	i	-8	-9	-1	i
CCNS(=O)(=O)c1ccc(CCC(=O)O)cc1	0	8.8*	1	0.5	-1	i	0	9	-1	i
COc1ccc(C(C(=O)NC2CCCCC2)N(C(=O)CCl)c2ccc(Cl)cc2)cc1 (configuration not stated)	0	-2	1	0.2	1	i	40	0	0	i
COc1cc2c(cc1OC)CN(Cc1nc3ccsc3c(=O)[nH]1)CC2	10	1	5	2.0	2	i	-5	-6	0	i
CN1CCN(CCCNCc2cn(CCC#N)c3ccccc23)CC1	-108	1	5	-4.7	0	i	-18	-5	0	i
Cc1cccc(NCc2ccccc2O)c1	1	-1	0	-1.9	-1	i	-9	1	1	i
